# Source: PubChem BioAssay
# GalR3 antagonist: blocks the human galanin receptor 3; HEK293 GalR3-CNG cAMP membrane potential fluorescence; galR3 body fused to GalR1 C-terminus; inhibition, % at 3 µM; hit rate 0.44% among 360,000; AID 651719;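 active = inhibition above the screen-wide average plus 3 SD, cut at about 13% in these data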;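 note: forskolin and galanin both at EC90 stimulate the cells; cAMP rise reported by CNG channel membrane potential dye signal; 0% = forskolin plus galanin with DMSO and 100% = forskolin alone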
# Target sequence (O60755 1-299 limits assumed): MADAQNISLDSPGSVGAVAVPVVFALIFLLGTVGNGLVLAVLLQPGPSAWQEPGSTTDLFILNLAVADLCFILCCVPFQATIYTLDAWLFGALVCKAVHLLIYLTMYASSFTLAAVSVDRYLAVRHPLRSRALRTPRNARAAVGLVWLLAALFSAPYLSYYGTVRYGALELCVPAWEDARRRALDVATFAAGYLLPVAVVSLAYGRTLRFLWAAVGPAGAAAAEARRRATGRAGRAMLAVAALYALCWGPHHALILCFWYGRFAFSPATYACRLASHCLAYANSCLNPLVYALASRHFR
# Numbers without * were called inactive. An excerpt; the hit share may differ from the screen's.
SMILES,GalR3 antagonist
COc1ccc(C(=O)N2CCOC2CNC(=O)C(=O)NCc2ccccc2)cc1 (stereo unspecified),-7.5
C[C@H](c1ccccc1)N1C[C@@H](COCc2ccccc2)Oc2cc(N3CC[C@@H](O)C3)ccc2S1(=O)=O,-3.4
COCCNC(=O)C1CCCN(Cc2ccc(C#N)cc2)CC1 (stereo unspecified),-7.5
COc1ccc(CCN2CC(=O)N3CCc4ccc(N5CCOCC5)cc4C3CC2=O)cc1OC (stereo unspecified),-1.7
O=C(Nc1c(Br)cc2c(c1Br)Cc1cc([N+](=O)[O-])ccc1-2)C(Cl)Cl,-5.8
Cc1c(C(=O)O)sc(S(=O)(=O)N2CCN(C(=O)CC(C)c3ccccc3)CC2)c1C(=O)O (stereo unspecified),-2.5
CCOc1ccc(NS(=O)(=O)c2cccs2)cc1S(=O)(=O)N1CCCC1,-3.0
CC(C)N1C(=O)c2ccccc2NC(=O)C1C(=O)NCc1cccc(C(F)(F)F)c1 (stereo unspecified),-6.8
CN(Cc1ccccc1)C(=O)c1cccc(NC(=O)Cc2ccc(NC(=O)C3CCCN(C(=O)C4CC4)C3)cc2)c1 (stereo unspecified),-6.0
O=C1Nc2ccccc2-n2nnnc2C1N1CCN(c2cccc(C(F)(F)F)n2)CC1 (stereo unspecified),-6.8
N#Cc1c(N)[nH]c2ccc(Sc3ccccc3)cc12,1.2
COc1ccc(-c2coc3c(C(=O)NCc4ccc(F)c(F)c4)cccc23)c(C)c1,-7.8
Cc1ccccc1-c1cnc(C(O)c2ccc(F)cc2C)[nH]1 (stereo unspecified),-6.0
OC(c1cccc(F)c1)c1ncc(-c2ccc(Oc3ccccc3)cc2)[nH]1 (stereo unspecified),-4.3
COc1ccc(CCNC(=O)CN2C(=O)NC3(CCOc4ccccc43)C2=O)cc1 (stereo unspecified),-0.7
CCCCNC(=O)C(NC(=O)c1ccc2ccccc2c1)C(=O)c1ccccc1 (stereo unspecified),-4.0
CNc1nc(Oc2cccc(NC(C)=O)c2)c2sccc2n1,-5.5
NC(=O)C1CCN(C(=O)c2ccc(Cl)c(S(=O)(=O)N3CCc4ccccc43)c2)CC1,-8.2
CCCCNS(=O)(=O)CCNCc1ccccc1OC,-4.4
COc1ccccc1S(=O)(=O)N1CCn2cccc2C1C (stereo unspecified),-4.8
CCN(CC(=O)Nc1c(F)cccc1F)C(=O)c1ccc(OCC(=O)N2CCOCC2)c(OC)c1,-0.1
O=S(=O)(c1ccc(C(F)(F)F)cc1)N1CCCc2nc(-c3ccccc3)ccc21,-8.1
Nc1ncnc2c1ncn2[C@@H]1O[C@H](C(=O)N[C@@H](CCc2ccccc2)C(=O)N2CCCN(Cc3cccs3)CC2)[C@@H](O)[C@H]1O,-6.2
C[C@H]1CN([C@@H](C)CO)C(=O)CCCn2cc(nn2)CO[C@@H]1CN(C)S(=O)(=O)c1ccc(Oc2ccccc2)cc1,-0.4
CCCCCCCCN1C(=O)[C@@H](CC(=O)N2CCN(C(=O)c3ccco3)CC2)C[C@@]2(C(=O)OC)C1=C[C@H](C(C)(C)C)O[C@@H]2C,-2.3
Cc1cc(C)nc(Nc2nc(C(N)CCc3ccccc3)cs2)n1 (stereo unspecified),-7.4
COc1cccc(CN(C)CC(=O)N2CCN(S(=O)(=O)c3ccccc3)CC2)c1,-6.5
CC1(C2CC(=O)c3c(O)ccc(O)c3C2)OCCO1 (stereo unspecified),1.7
C=CCN1C(c2ccc(Br)cc2)=CS/C1=C(\C#N)c1nnc(N2CCOCC2)n1-c1ccccc1,-6.8
Cc1nccn1-c1ccc(NC(=O)[C@H]2O[C@@H](n3ccc(=O)[nH]c3=O)[C@H](O)[C@@H]2O)cc1,-4.9
O=C(Nc1ccc(F)cc1)C(c1cc2ccccc2o1)N1CCN(CC(=O)N2CCCC2)CC1 (stereo unspecified),-7.9
CC(C)CNC(=O)C1(C)CCCN1C(=O)c1cncc(Br)c1 (stereo unspecified),-6.1
CC(C)C[C@@H](CN)NC(=O)c1nc[nH]c1C(=O)N[C@@H](Cc1ccccc1)C(=O)CNC[C@H](C)NC(=O)c1nc[nH]c1C(=O)N[C@@H](C)C(=O)O,-1.8
CCOC(=O)C1(C)CCCCN1C(=O)c1ccoc1 (stereo unspecified),-6.3
O=C(CSc1nnc(COc2ccc(Cl)cc2)o1)Nc1ccc(N2CCOCC2)cc1,-5.0
CCCN(C(=O)COC(=O)c1nc2nccc(C)n2n1)C1CCS(=O)(=O)C1 (stereo unspecified),-6.1
COc1ccc(CNC(=O)CC[C@H]2O[C@@H](n3ccc(=O)[nH]c3=O)[C@H](O)[C@@H]2O)cc1,5.5
COc1ccc(S(=O)(=O)N2CCC3CC2c2cc(N4CCOCC4)ccc23)cc1 (stereo unspecified),-7.0
CC1C(c2ccccc2)=Nn2c(=O)n(-c3ccccc3)c(=O)n21 (stereo unspecified),-6.9
CC(=O)c1cccc(-c2ccnc3c2CC(C(=O)Nc2cccc(OC(F)(F)F)c2)O3)c1 (stereo unspecified),-2.1
COc1cccc(OC)c1OC(=O)c1ccccc1,-2.2
CCCCNC(=O)C1(C)CCCCN1C(=O)c1oc2ccccc2c1C (stereo unspecified),-4.4
Cc1ccccc1-c1csc(N)n1,-2.7
COc1cccc(C=C(C(C)=O)C(=O)c2ccccc2)c1,-6.0
O=C1CCCCCN1C(=O)c1ccccc1,-4.9
CC(=O)N1c2ccccc2N=C(c2ccc(C(F)(F)F)cc2)C1C(=O)NC1CCCC1 (stereo unspecified),-7.8
CCn1c(=O)c(C(=O)CN(C)CC(=O)Nc2ccccc2Br)c(N)n(Cc2ccccc2)c1=O,-3.0
CN(C)CCCn1c2c(c(SCC(=O)Nc3ccc4c(c3)OCCO4)nc1=O)CCCC2,-0.9
Cc1cc2c(c(=O)o1)[C@@]1(C(=O)N(c3ccccc3)c3ccccc31)C1=C(CCCC1=O)O2,2.1
Cc1nc2ccc(Cl)cc2n1C,2.9
O=C1CCC(OCc2ccccc2)CCN1[C@H](CSc1ccccc1)Cc1ccccc1 (stereo partly specified),-8.6
COc1ccccc1C(=O)NCCC(=O)N1CC(C)OC(C)C1 (stereo unspecified),-3.4
C[C@@H]1CN([C@@H](C)CO)C(=O)CCCn2nncc2CO[C@@H]1CN(C)S(=O)(=O)c1ccc2c(c1)OCCCO2,-4.7
CCOC(=O)[C@]12CCC=C1N(Cc1ccc(Cl)cc1Cl)C(=O)[C@H](CC(=O)NCc1cccs1)C2,-4.1
O=[N+]([O-])c1ccc(NCCNc2ccc([N+](=O)[O-])cc2)cc1,-5.0
CCCCOCCCNC(=O)C[C@@H]1C[C@@]2(C(=O)OCC)CCCC=C2N(Cc2ccc3c(c2)OCO3)C1=O,0.4
O=C(NCCc1ccccc1F)c1cc(COc2ccc(F)cc2F)on1,-2.5
CN(C)C(=O)CCc1ccc2c3c([nH]c2c1)[C@]1(CCc2ccccc2)[C@@H](C(=O)N2CCCCC2)C[C@H](CC(=O)NCCc2ccccn2)C(=O)N1CC3,-5.9
O[C@H]1C[C@H](c2ccc(Cl)cc2)N(Cc2cccs2)C[C@@H]1n1cc(-c2ccc(F)cc2)nn1,-5.1
Nc1ccn([C@@H]2O[C@H](C(=O)NCCCN3CCCC3=O)[C@@H](O)[C@H]2O)c(=O)n1,-4.1

# Look-ups from the list.
# Entry of O=C(NCCc1ccccc1F)c1cc(COc2ccc(F)cc2F)on1 in GalR3 antagonist: -2.5
# Entry of CC(C)CNC(=O)C1(C)CCCN1C(=O)c1cncc(Br)c1 (stereo unspecified) in GalR3 antagonist: -6.1

# Next compounds.
SMILES,GalR3 antagonist
NC(=O)C1C(=O)c2ccccc2C1(C[N+](=O)[O-])c1ccccc1 (stereo unspecified),-5.5
CC1COCC(C)N1C1=C(Cl)C(=O)c2ccccc2C1=O (stereo unspecified),-0.7
CCCCNc1cccc2c1S(=O)(=O)N(CCCC)CC(COCc1ccccc1)O2 (stereo unspecified),-3.1
COc1cccc(CNC(=O)COC(=O)c2cccc(S(=O)(=O)N3CCCC3)c2)c1,1.1
CC(C)(C)NC(=O)C(c1ccc(O)cc1)N(Cc1ccc2c(c1)OCO2)C(=O)CCl (stereo unspecified),-5.4
O=S(=O)(NCCS(=O)(=O)N1CCN(c2ccc(F)cc2)CC1)c1ccc(F)cc1,2.5
CCCc1c(C(=O)N/N=C/c2ccc(C)o2)nnn1-c1nonc1N,2.0
CC1=CC2(C)NC(=O)C(C)C12 (stereo unspecified),-3.6
CCc1nc2ccc(C(=O)NCCc3ccccn3)cn2c1N(C)Cc1nccs1,-8.1
O=C(O)C(=Cc1ccncc1)c1cccc2ccccc12,-2.4
CCOc1ccc(NC(=O)CN(C)C(=O)CCCNC(=O)c2ccc(Cl)cc2)cc1OCC,-1.4
COC(=O)[C@H]1C[C@@]2(O)CN(S(=O)(=O)c3ccc(C)cc3)C[C@@]2(OC(=O)Nc2c(C)noc2C)C[C@H]1C(=O)OC,-3.6
CC(=O)NCCNC(=O)C1(C)Cc2c(-c3cccc(NC(C)=O)c3)ccnc2O1 (stereo unspecified),-8.3
Cc1ccc(NC(=O)CCC(=O)c2ccccc2)cc1,-9.8
CN(Cc1ccccc1)C(=O)c1ccc(NC(=O)Cc2ccc(NC(=O)C3CCCN(C(=O)C4CCCCC4)C3)cc2)cc1 (stereo unspecified),-3.9
CCOC(=O)C1=C(C)NC(C)=C(C(=O)OCC)C1c1ccncc1,-0.8
CN(C(=O)c1cccc(NC(=O)Cc2cccc(NC(=O)C3CCCN(C(=O)C4CCCCC4)C3)c2)c1)C1CC1 (stereo unspecified),2.2
COc1cc(C(=O)OCC(=O)N2CCNC2=O)cc(Cl)c1OC,-1.4
CCCc1c(C(=O)N/N=C(\CC)c2ccccc2)nnn1-c1nonc1N,-2.6
O=C(NCc1ccccc1)C(c1ccco1)N1CCN(c2ccccc2F)CC1 (stereo unspecified),-7.1
COc1cccc(C(O)c2nc(-c3cccc4cccnc34)cs2)c1 (stereo unspecified),-5.0
COc1cc(C=NNc2nc3c([nH]2)c(=O)n(C)c(=O)n3C)ccc1O,-1.8
C[C@@H]1COc2cc(N3CCC[C@H]3CO)ccc2S(=O)(=O)N1,-5.8
COc1ccc(CCN2CC(C(=O)OC(C)C(=O)Nc3ccc(NC(C)=O)cc3)CC2=O)cc1OC (stereo unspecified),-1.6
CCCCCCN1CCN(C2CN(C3CCCCC3)S(=O)(=O)C2)CC1 (stereo unspecified),-7.3
O=C(N/N=C/c1ccncc1)c1cccc(S(=O)(=O)N2CCCC2)c1,1.6
c1ccc(CN2CCc3[nH]c4ccccc4c3C2)cc1,-4.1
O=C(COC(=O)c1ccccc1O)NNC(=O)c1ccc(Br)cc1,0.3
Cc1cc(C(=O)OC(C)C(=O)NC2CCCCC2C)c2ccccc2n1 (stereo unspecified),-6.3
COC(=O)c1cc2c(c3c4cc(OC)ccc4n(S(=O)(=O)c4ccc(OC)cc4)c13)C(=O)N(Cc1ccc(N(C)C)cc1)C2,-0.9

# Two entries picked at random from the list so far:
SMILES,GalR3 antagonist
Cc1cc(C(=O)OC(C)C(=O)NC2CCCCC2C)c2ccccc2n1 (stereo unspecified),-6.3
COC(=O)c1cc2c(c3c4cc(OC)ccc4n(S(=O)(=O)c4ccc(OC)cc4)c13)C(=O)N(Cc1ccc(N(C)C)cc1)C2,-0.9

# (continued)
SMILES,GalR3 antagonist
CC(=O)C1=CCC(c2ccc(Cl)c(Cl)c2)N(S(=O)(=O)c2ccc(C)cc2)C1 (stereo unspecified),-6.0
O=C(NC(=S)Nc1ccc([N+](=O)[O-])cc1)c1ccco1,-6.0
O=C1[C@H]2[C@@H](c3ccc(C(F)(F)F)cc3)N[C@]3(CCCN(Cc4ccc(C(F)(F)F)cc4)C3=O)[C@H]2C(=O)N1Cc1ccccc1,-5.5
Nc1[nH]c(C(=O)c2ccccc2)c(-c2ccccc2Br)c1C(=O)c1cccs1,-6.2
NNC(=O)CN1C(=O)C2(OCCO2)c2ccccc21,-3.9
Cn1cc(C(=O)NCCc2ccccc2)c(=O)c2cc(S(=O)(=O)N3CCOCC3)ccc21,-0.2
C[C@@H]1CN([C@H](C)CO)S(=O)(=O)c2ccc(C#Cc3ccccc3)cc2O[C@@H]1CN(C)C(=O)CN(C)C,-5.2
CCc1nc2ccc(C(=O)NCCCN(C)C)cn2c1N(C)Cc1ccc(OC)cc1,-4.2
CCCCC[C@@H](C)N1C[C@H](COCc2ccccc2)Oc2cc(N3CCC[C@@H]3COC)ccc2S1(=O)=O,-1.9
COc1ccc(-c2cc(C(=O)NCC3CCCCC3)[nH]n2)c(C)c1,-5.5
N#Cc1c(-c2ccc(Cl)cc2)c(-c2ccc(Cl)cc2)nn(CCOC(=O)CCC(=O)O)c1=O,-3.5
CCNC(=O)C1(C)CCCN(C(=O)c2nc3ccccc3s2)C1 (stereo unspecified),-2.4
CC(C)n1ncc2c(C(=O)N3CCN(Cc4cccs4)CC3)cc(C3CC3)nc21,-3.8
CCc1ccc(C(O)c2ncc(-c3ccc(C(F)(F)F)cc3)[nH]2)cc1 (stereo unspecified),-3.2
CCN(CC)C(=O)C1=C(C)N(CCCN2CCCC2=O)C(=O)C(CC(=O)NC2CC2)C1 (stereo unspecified),1.2

# Of the compounds above, these contain an aryl thioether with sulfur outside any ring.
SMILES,GalR3 antagonist
N#Cc1c(N)[nH]c2ccc(Sc3ccccc3)cc12,1.2
O=C(CSc1nnc(COc2ccc(Cl)cc2)o1)Nc1ccc(N2CCOCC2)cc1,-5.0
CN(C)CCCn1c2c(c(SCC(=O)Nc3ccc4c(c3)OCCO4)nc1=O)CCCC2,-0.9
O=C1CCC(OCc2ccccc2)CCN1[C@H](CSc1ccccc1)Cc1ccccc1 (stereo partly specified),-8.6

# The list continues.
SMILES,GalR3 antagonist
O=C(Nc1ccc2c(c1)OCCO2)C(c1ccnc2ccccc12)N1CCN(C/C=C/c2ccccc2)CC1 (stereo unspecified),-5.6
O=[N+]([O-])c1ccccc1N=Nc1c(O)[nH]c2ccc(F)cc12,-5.6
C[C@H]1CN([C@@H](C)CO)C(=O)CCCn2nncc2CO[C@@H]1CN(C)S(=O)(=O)c1cccc(C#N)c1,-6.2
COCc1cccc(-c2csc(C(C)(O)c3cccc(F)c3)n2)c1 (stereo unspecified),-3.4

# In another format: entries from further up
COCc1cccc(-c2csc(C(C)(O)c3cccc(F)c3)n2)c1 (stereo unspecified)
  GalR3 antagonist: -3.4

C[C@H]1CN([C@@H](C)CO)C(=O)CCCn2nncc2CO[C@@H]1CN(C)S(=O)(=O)c1cccc(C#N)c1
  GalR3 antagonist: -6.2
